HePTP inhibitor = inhibitors of human HePTP phosphatase. P35236. recombinant HePTP phosphatase activity, OD absorbance. inhibition, % at 20 µM. 0.64% of 110,000 active. AID 521; in the data active = inhibition above about 50%;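 note: plate controls were vehicle for no effect and reference inhibitor for full effect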
BAP1 inh = blocks human BAP1 ubiquitin-AMC hydrolysis; AID 436; 0.48% of 72,000 active; activity remaining (% of control), % at 20 µM; Q92560; recombinant BAP1, Ub-AMC hydrolysis fluorescence kinetic; hits give low values;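 active = activity remaining at or below 50% of control, provided the compound also passes the data quality filters; inactive = the rest, including low values that fail the filters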;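 note: 100% = DMSO wells rate and 0% = substrate alone blank rate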
Target sequence (Q92560 whole entry, looked up): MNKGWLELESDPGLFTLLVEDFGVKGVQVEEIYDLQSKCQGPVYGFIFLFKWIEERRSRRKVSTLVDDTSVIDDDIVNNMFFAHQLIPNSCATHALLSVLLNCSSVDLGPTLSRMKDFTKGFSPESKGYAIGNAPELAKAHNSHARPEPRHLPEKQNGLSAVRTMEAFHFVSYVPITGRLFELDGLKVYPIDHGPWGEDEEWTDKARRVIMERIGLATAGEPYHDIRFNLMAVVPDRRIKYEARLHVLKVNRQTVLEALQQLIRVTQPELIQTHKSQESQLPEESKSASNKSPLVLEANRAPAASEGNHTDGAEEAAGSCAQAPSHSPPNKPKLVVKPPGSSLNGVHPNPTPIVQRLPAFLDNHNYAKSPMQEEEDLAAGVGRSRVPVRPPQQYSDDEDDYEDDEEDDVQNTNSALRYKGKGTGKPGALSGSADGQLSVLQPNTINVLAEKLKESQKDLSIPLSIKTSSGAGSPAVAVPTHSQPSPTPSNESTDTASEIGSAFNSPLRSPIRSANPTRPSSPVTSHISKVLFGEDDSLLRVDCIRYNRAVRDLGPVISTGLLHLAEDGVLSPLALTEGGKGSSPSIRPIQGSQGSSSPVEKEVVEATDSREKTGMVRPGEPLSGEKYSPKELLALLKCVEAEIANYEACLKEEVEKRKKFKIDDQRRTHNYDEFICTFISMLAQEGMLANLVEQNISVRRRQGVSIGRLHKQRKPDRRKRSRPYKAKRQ
* hit, by the source's call; i = inactive; · = not tested or not shown; & = joins results of further samples.

Structure	HePTP inhibitor	BAP1 inh
CC(C)N(C(=O)COC(=O)c1ccc(O)cc1)C(C)C	6	130
COCc1nnc(NC(=O)c2cc(Cl)ccc2OC)s1	2	94
CCOc1ccc(Cl)cc1S(=O)(=O)N1CCCC1	8	124
CCCCOC(=O)C1=C(C)NC2=C(C(=O)CC(c3ccccc3)C2)C1c1ccc(O)c([N+](=O)[O-])c1 (centres undefined)	1	·
Cc1ccc(Cl)cc1-n1c(=O)cc(N2CC(C)OC(C)C2)[nH]c1=O (centres undefined)	8	102
COc1ccc(C(=O)/C=C/c2cccc(OC)c2OC)cc1	-3	·
COc1ccc(N2C(=O)/C(=C\c3cccc(OC(=O)c4ccco4)c3)SC2=S)cc1	1	·
Cc1ccccc1CNC(=O)Nc1cccs1	5	84
COc1ccc(S(=O)(=O)Nc2ccc(S(N)(=O)=O)cc2)cc1	3	·
Cc1ccc(N2C(=O)/C(=C/c3cc(C)n(C)c3C)C(=O)NC2=S)c(C)c1	6	·
CCOc1ccc(N(CC(=O)N2CCN(c3ccccc3)CC2)S(=O)(=O)c2ccccc2)cc1	1	·
NC(=O)C1CCN(C(=O)c2ccc([N+](=O)[O-])cc2)CC1	-8	·
Cc1ccc(/C(COc2ccccc2O)=N\O)cc1	-7	111
Cc1ccn2cc(CNC(=O)c3ccc(Br)o3)nc2c1	-1	102
CCSc1nnc(NC(=O)C2Cc3ccccc3CN2C(=O)c2ccco2)s1 (centres undefined)	14	55
O=C(Nc1ccc(-c2nc3cccnc3s2)cc1)c1ccco1	-7	·
CCCCOC(=O)C1=C(C)NC(=O)NC1c1ccccc1Cl (centres undefined)	·	80
CC1(C)Cc2c(C#N)c(N)sc(=S)c2CO1	22	86
Cc1ccc(C)c(-n2nnnc2SCC(=O)c2ccc3c(c2)NC(=O)CO3)c1	10	·
CC(SC1CCCC1)C(=O)Nc1ccnn1C(C)C (centres undefined)	-7	·
NC1(N)OC(CN2C(=O)c3ccccc3C2=O)CS1 (centres undefined)	-1	97
O=C(Nc1ccccn1)c1ccc(NC(=O)c2ccco2)cc1	2	95
Cc1nc2cc(-c3ccc(F)cc3)[nH]n2c(=O)c1C	-1	·
Cc1ccc(CN2CCN(CC(=O)N3CCc4ccccc4C3)C2=O)cc1	-1	94
Cc1nn(-c2ccccc2)c2sc(C(=O)N(C)c3ccccc3)cc12	-2	·
Cc1c(C(=O)NCc2cccnc2)sc2ncn(CC(=O)N3CCCCC3C)c(=O)c12 (centres undefined)	5	112
CCOC(=O)c1c(NC(=O)c2ccc(C)o2)sc(C(C)=O)c1C	2	·
O=C1C(=O)N(c2cccc(Cl)c2)C(c2cccc([N+](=O)[O-])c2)/C1=C(\O)c1ccccc1 (centres undefined)	7	·
Cc1ccc(C(=O)N2CCOCC2)cc1S(=O)(=O)Nc1cccc(C)c1C	10	99
COc1ccc(N2C(=O)CC(N3CCC(C)CC3)C2=O)cc1 (centres undefined)	-14	·
CC(=O)NS(=O)(=O)c1ccc(NC(=O)c2ccc([N+](=O)[O-])cc2)cc1	-12	·
CCn1c(=O)c2c(n3c(=S)[nH]nc13)-c1ccccc1CC21CCCCC1	-20	·
C(=N\n1cnnc1)/c1ccc2c(c1)OCO2	5	83
CCCCC(=O)Nc1cccc(NC(=O)c2ccc3c(c2)OCO3)c1	-11	87
Cc1cc(C)[n+]2c(n1)SC(C)C2 (centres undefined)	·	70
Cc1ccc(-n2cnc3c(sc4nccc(N(C)C)c43)c2=O)cc1	12&-7	71
O=C(CCCN1C(=O)c2ccccc2C1=O)NC1=NCCS1	3	112
CCn1c(=O)c2[nH]c(-c3ccccc3)nc2n(CC)c1=O	·	86
COc1ccc(N2CCC(CNC(=O)Nc3ccc(C)c(C)c3)C2)cc1 (centres undefined)	-1	70
CCOC(=O)N1CCN(S(=O)(=O)c2ccc(C)cc2)C1c1ccc(OC)cc1 (centres undefined)	9	87
COc1cc(OC)c(C2C(C(=O)O)c3ccccc3C(=O)N2C)cc1OC (centres undefined)	7	114
O=C(Nc1nccs1)c1ccc2c(c1)C(=O)N(CC1CCCO1)C2=O (centres undefined)	9	·
O=C1C=C(Nc2ccc(Cl)cc2)C(=O)N1c1cccc(C(F)(F)F)c1	-10	·
COc1ccccc1-n1c(=O)[nH]c2c(C(N)=O)nc(C3CCCCC3)nc21	2	79
CCOc1ccc(-n2c(=O)[nH]cc(C(=O)N3CCCc4ccccc43)c2=O)cc1	4	88

Compound profiles, as listed above:
`Cc1cc(C)[n+]2c(n1)SC(C)C2` (centres undefined) across the screens: HePTP inhibitor = ·; BAP1 inh = 70
`CC(=O)NS(=O)(=O)c1ccc(NC(=O)c2ccc([N+](=O)[O-])cc2)cc1` across the screens: HePTP inhibitor = -12; BAP1 inh = ·

(listing goes on)
Structure	HePTP inhibitor	BAP1 inh
CCCCC(=O)Nc1ccc(NC(=O)c2cc(OC)c(OC)c(OC)c2)cn1	6	111
c1ccc(-n2nnnc2SCc2cccc3nsnc23)cc1	2	108
Cc1ccccc1N(C(=O)CCC(=O)Nc1ccccn1)C(C(=O)NC(C)C)c1ccc(O)cc1 (centres undefined)	-1	85
Cc1ccc(S(=O)(=O)N2CCN(S(=O)(=O)c3ccc(C)cc3)C2c2ccc(N(C)C)cc2)cc1	-4	·
CCc1ccc(OCC(=O)Nc2nc(-c3ccccc3)cs2)cc1	-12	·
COc1ccc(Cn2c(C3CC3)nc3ccc(NC(=O)C4CC4)cc3c2=O)cc1	-6	126
CN1CCN(c2nc(NCCOC34CC5CC(CC(C5)C3)C4)nc(OCC(F)(F)F)n2)CC1	13	93
O=C(Nc1ccc(F)cc1)N1CCN(C(=O)c2ccco2)CC1	-3	·
O=C1CC(Nc2ccc(N3CCOCC3)cc2)C(=O)N1C1CCCCC1 (centres undefined)	·	68
CCn1c(SCC(=O)N2CCC(C(N)=O)(N3CCCCC3)CC2)nnc1-c1ccccc1	·	79
COC(=O)C1=C(C)NC(=O)CC1c1cc(Br)ccc1OC (centres undefined)	4	63
Cc1c(C(=O)Nc2cc(C(F)(F)F)cc(C(F)(F)F)c2)oc2ccccc12	-1	·
COc1cc(/C=c2/sc3nc4c(Br)c(C)c(C)cc4n3c2=O)ccc1OCC(=O)O	6	·
Cc1ccc2[nH]c(-c3cccc(N)c3)cc2c1	-5	196
C/C=C/c1ccc(Oc2nnnn2-c2ccc(C(=O)O)cc2)c(OC)c1	7	52
CCCCc1cc(=O)oc2c(CN(C)C)c(O)ccc12	6	i
CCOc1ccc(NC(=O)c2c(NC(=O)c3ccc([N+](=O)[O-])cc3)sc3c2CCC3)cc1	11	·
O=C(CN1CCC(C(=O)c2ccc(Cl)cc2)CC1)Nc1ccc2c(c1)OCCO2	1	92
CC(O)c1cccc(NC(=O)c2cnn3c2NC(c2ccco2)CC3C(F)(F)F)c1 (centres undefined)	-7	·
O=C(NCc1ccc(F)cc1)N[C@@H](Cc1ccccc1)C(=O)O	-10	100
CCOC(=O)c1sc(NC(=O)/C=C/c2cccs2)c(C(=O)OCC)c1C	1	·
O=c1c2ccccc2n2nnnc2n1-c1ccccc1	0	115
O=C(CSc1nc(N2CCCCC2)nc(N2CCCCC2)n1)N1CCN(c2ccccc2)CC1	2	·
CC1CN(C(=O)c2cc(S(=O)(=O)N3CCCC3)c(Cl)cc2Cl)CC(C)O1 (centres undefined)	-8	82
CN(CP(=O)(O)C(O)c1ccccc1)S(C)(=O)=O (centres undefined)	7&-4	90
CCOc1cc(C2C(C(=O)OC)=C(C)NC3=C2C(=O)CC(c2ccc(OC)cc2)C3)cc(Br)c1O (centres undefined)	·	58
Cc1ccc(COc2ccc3c4c(c(=O)oc3c2)CCC4)cc1	-12	182
CC(C)c1ccc(C(=O)N2CCN(CCO)CC2)cc1	7	·
CCOc1ccc2cc(C(=O)Nc3ccc(C)cc3)c(=O)oc2c1	·	59
CCOC(=O)N1CCN(C(=O)c2cn(CC(C)C)c(=O)c3c2c2ccccc2n3C)CC1	-4	·

An excerpt of these results, with two lines to a compound.
Second line of a record – HePTP inhibitor, BAP1 inh
COC(=O)C1=C(C)NC(=O)CC1c1cc(Br)ccc1OC (centres undefined)
    4, 63
Cc1ccccc1CNC(=O)Nc1cccs1
    5, 84
CCn1c(=O)c2[nH]c(-c3ccccc3)nc2n(CC)c1=O
    ·, 86

Continued.
Structure	HePTP inhibitor	BAP1 inh
COc1cccc2cc(C(=O)C3=C(O)C(=O)N(CCN4CCOCC4)C3c3cccs3)oc12 (centres undefined)	3	70
COc1ccc(C(=O)NC(=S)N2CCSCC2)cc1	-14	·
O=C(/C=C/c1ccc(Br)cc1)NC(=S)NCCCN1CCOCC1	10	·
CC1(C)Nc2ccc(OC(=O)c3ccccc3Br)cc2-c2c1ssc2=S	-3	·
CCN(CC)S(=O)(=O)c1cccc(-c2nnc(SCc3nnc(-c4cccs4)o3)n2N)c1	-15	·
COc1cc(C(O)CO)ccc1OS(=O)(=O)O (centres undefined)	·	96
Cc1oc(C(=O)O)cc1COc1ccc2c(C)cc(=O)oc2c1	4	96
O=S(=O)(c1ccccc1)N(C1=NCCS1)S(=O)(=O)c1ccccc1	5	97
O=C(CCCn1c(=O)[nH]c2cc(Cl)ccc2c1=O)NCCCN1CCCC1=O	-15	113
Cc1cc(C(F)(F)F)c2c(N)c(C(=O)Nc3cc(C)on3)sc2n1	8	79
O=C(O)CSCC(=O)Nc1cccc2ccccc12	10	106
CCOc1ccc(NC(=O)c2ccccc2NC(=O)c2ccccc2Cl)cc1	-6	·
CC1=C(C(=O)Nc2ccc(C)cc2)C(c2ccc(O)cc2)NC(=S)N1 (centres undefined)	2	74
Cc1onc(-c2c(F)cccc2Cl)c1C(=O)Nc1ccc(Br)cc1	-6	·
CCOC(=O)c1csc(NC(=O)C2CCCCC2)n1	7	98

Structural class: those above with a COOH group (6)
Structure	HePTP inhibitor	BAP1 inh
COc1cc(OC)c(C2C(C(=O)O)c3ccccc3C(=O)N2C)cc1OC (centres undefined)	7	114
COc1cc(/C=c2/sc3nc4c(Br)c(C)c(C)cc4n3c2=O)ccc1OCC(=O)O	6	·
C/C=C/c1ccc(Oc2nnnn2-c2ccc(C(=O)O)cc2)c(OC)c1	7	52
O=C(NCc1ccc(F)cc1)N[C@@H](Cc1ccccc1)C(=O)O	-10	100
Cc1oc(C(=O)O)cc1COc1ccc2c(C)cc(=O)oc2c1	4	96
O=C(O)CSCC(=O)Nc1cccc2ccccc12	10	106

(more compounds)
Structure	HePTP inhibitor	BAP1 inh
O=C(Nc1cccc(-c2nc3ccccc3s2)c1)c1cccs1	-9	·
O=C(c1ccc(O)cc1)c1ccc(Cl)cc1	1&-7	·
Cc1nc2c(-c3ccccc3)c(C)[nH]n2c(=O)c1Cl	-2	·
Cc1nn(C)c2[nH]c(C(F)(F)F)cc(=O)c12	10	·
CC12C(=O)C(C)(C(c3ccccc3)=C1c1ccccc1)C1C(=O)N(c3ccc([N+](=O)[O-])cc3)C(=O)C12 (centres undefined)	6	·
O=C(c1nn2c(C(F)(F)F)cc(-c3ccc(F)cc3)nc2c1Cl)N1CCOCC1	-2	95&121
CCOC(=O)C1=C(C)NC(=O)NC1c1cc(Br)c(O)c(OC)c1 (centres undefined)	2	99&99
Cc1ccc(S(=O)(=O)c2nc(-c3ccccc3)oc2NCc2cccnc2)cc1	-17	53
COc1ccc(OCCCOc2ccc(Cl)c(C)c2)cc1	-7	·
COc1ccc(-c2c(Cc3ccccc3)nn(-c3ccccc3)c2N)cc1OC	-6	·
O=P(c1ccccc1)(c1ccccc1)C1CCOCC1	5	·
O=C(Nc1cccnc1)c1ccccc1Br	-3	·
COc1ccccc1C(=O)NCc1ccncc1	6	104
CCOC(=O)C1=C(C)N=c2s/c(=C\c3ccccc3O)c(=O)n2C1c1cccc(OC)c1 (centres undefined)	0	·
C=CCn1c(SCC(=O)N2CCCCC2)nc2sc(C)c(C)c2c1=O	2	·
Cc1nnc(SCc2ccc(C(=O)c3ccc(Cl)cc3)o2)n1-c1ccccc1	·	112
CCOC(=O)C1C(C)N=C2SCC(=O)N2C1c1cccc(Br)c1 (centres undefined)	-4	99
Cc1ccc(-n2ncc(C#N)c2/N=C/N(C)C)cc1	4	96
COc1ccc(C(CNC(=O)Cc2cc(OC)c(OC)c(OC)c2)N2CCCC2)cc1 (centres undefined)	-9	·
CCOC(=O)Nc1c(C)n(C)n(-c2ccccc2)c1=O	·	117
CN(C)C=Nc1ccc2nc3c(cc2c1)[nH]c1ccccc13	-2	·
CC1CN(Cc2nc3c(c(=O)[nH]c(=O)n3C)n2CCN2CCOCC2)CC(C)O1 (centres undefined)	4	95
O=C(NCC(c1cccnc1)N1CCOCC1)Nc1ccccc1 (centres undefined)	1	104
Cc1c(NC(=O)C2CCN(S(=O)(=O)c3ccccc3)CC2)c(=O)n(-c2ccccc2)n1C	9	97
CN(C)c1ccc(CNC(=O)CN(C)S(=O)(=O)c2cccc3cccnc23)cc1	5	98
Cc1ccc(-c2csc(N(CC3CCCO3)C(=O)c3ccco3)n2)cc1 (centres undefined)	-5	·
COc1ccccc1C/C(N)=N/OC(=O)c1cccc(I)c1	-2	·

Compound activity (PubChem)
